# Assay outcomes from PubChem.
# RAD52 anneal inh – RAD52 (human) annealing inhibition; recombinant RAD52 DNA annealing, FRET fluorescence; P43351; 360,000 compounds, 0.46% hits; inhibition, % at 18.7 µM;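 active means every replicate showing at least 50% inhibition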
# Target sequence (P43351 whole entry, looked up): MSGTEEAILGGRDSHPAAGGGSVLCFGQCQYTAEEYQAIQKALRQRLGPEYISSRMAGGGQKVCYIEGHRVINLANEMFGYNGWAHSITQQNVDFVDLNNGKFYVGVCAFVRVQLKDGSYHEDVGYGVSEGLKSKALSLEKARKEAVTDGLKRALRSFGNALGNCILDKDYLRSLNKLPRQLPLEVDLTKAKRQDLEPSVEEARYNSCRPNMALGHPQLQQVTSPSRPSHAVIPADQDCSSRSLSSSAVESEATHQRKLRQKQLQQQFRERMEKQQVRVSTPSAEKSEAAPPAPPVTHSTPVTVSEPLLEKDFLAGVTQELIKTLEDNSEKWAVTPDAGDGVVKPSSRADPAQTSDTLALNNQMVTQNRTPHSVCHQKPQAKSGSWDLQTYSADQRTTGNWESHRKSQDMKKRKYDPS
# ERAP1 inh – blocks human ERAP1 aminopeptidase activity; 340,000 compounds, 0.15% hits; Q9NZ08; recombinant ERAP1, Leu-AMC fluorescence, 60 min; AID 652197; inhibition, % at 10.7 µM;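 active means mean replicate inhibition of at least 30%, or all replicates individually reaching that 30% level; inactive means mean below 30% and not every replicate reaching it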;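 further: 0% = neutral control wells and 100% = L-leucinethiol positive control wells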
# S100A4 MyoIIA – blocks human S100A4 binding to myosin IIA peptide; P26447; S100A4/TAMRA-MyoIIA peptide fluorescence polarization; inhibition, % at 10.7 µM; 360,000 compounds, 0.14% hits; AID 652163;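 active means mean inhibition of at least 70% across replicates, with every replicate also reaching that level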
# Target sequence (P26447 whole entry, looked up): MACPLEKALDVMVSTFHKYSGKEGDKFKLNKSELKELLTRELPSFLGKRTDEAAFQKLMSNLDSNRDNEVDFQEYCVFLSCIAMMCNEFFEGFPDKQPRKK
#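 Material: S100A4 monomer protein / Buffer or medium: 50 mM HEPES pH 7.2, 10 mM CaCl2, 100 mM KCl / Times: 5 min incubation before reading / Benchmarks: neutral control DMSO, positive control TFP / Reagent: labelled myosin peptide probe, 5 nM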
# E-selectin induc – induces E-selectin expression in human endothelial cells; activation, % at 7.58 µM; AID 686992; HUVEC E-selectin immunofluorescence imaging; normalized: neutral wells 0, TNF-alpha wells 100; 260,000 compounds, 0.37% hits; P16581;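 active means mean E-selectin-positive cell signal at least 10% of the positive control, reached in at least 60% of replicates, without over 20% cell loss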;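 further: in these data hits start at about 27%; measured in HUVEC primary endothelial cells; signal is the percent of cells scored E-selectin positive by PE staining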
#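 Test system – human umbilical vein endothelial cells (HUVEC), E-selectin induction · Input – 3,000 HUVEC seeded per well · Buffer or medium – EGM-2, gelatin · Compound dosing – single-point compound dose · Detection – immunofluorescence imaging · Measure – percent E-selectin-positive cells · Controls – TNF-alpha high, DMSO low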
# XiGFP reactiv – X-chromosome reactivation activator | XiGFP mouse fibroblasts, % GFP-positive cells imaging, 3 d; cells co-treated with 5-aza-dC sensitizer; scaled so ellipticine positive control = 100% | activation, % at 7.58 µM | 360,000 compounds, 0.055% hits;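 active means mean normalized replicate activation at least 10% and every replicate at or above 10%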;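 further: 0% = median of on-plate neutral control wells and 100% = ellipticine 6 µM median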
#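 Assay system – SV40-immortalized XiGFP fibroblast cells, line 68-5-11 · Buffer or medium – DMEM supplemented with 5-aza-dC as sensitizing agent · Dosing – one concentration, pinned · Benchmarks – positive control ellipticine, 6 µM final · Times – 3 days compound exposure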
# esBAF inh – inhibitors of esBAF chromatin remodeling in mouse ES cells | Bmi1-luciferase knock-in reporter, 24 h; 100% = twice the neutral-well signal | reporter increase, % at 12.5 µM | 350,000 compounds, 2% hits | AID 602393; in the data active means activation above about 40%;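 further: 0% = median of the plate's neutral control wells and 100% = double that signal; a rise in the Bmi1 reporter signal indicates esBAF inhibition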
# RAD54 inh – inhibitors of human RAD54 branch migration; RAD54 Holliday junction branch migration, FAM/BHQ fluorescence; inhibition, % at 10.4 µM; 360,000 compounds, 0.14% hits;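 active means mean normalized replicate activity at least 40 and at least half of replicates scoring 40 or more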;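 further: 0% = median of neutral control wells and 100% = median of positive control wells; inhibitors cause a drop in the FAM fluorescence signal; in these data hits start at about 50%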
# ERp5 inh – blocks human ERp5 reductase activity on insulin; 350,000 compounds, 0.05% hits; inhibition, % at 9.99 µM; ERp5 insulin aggregation, absorbance 650 nm, 90 min; Q15084; AID 651711;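 active means mean replicate inhibition above about 25%, with every replicate also reaching it, limit read from the data, passing the limit was not always enough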
# Target sequence (Q15084 whole entry, looked up): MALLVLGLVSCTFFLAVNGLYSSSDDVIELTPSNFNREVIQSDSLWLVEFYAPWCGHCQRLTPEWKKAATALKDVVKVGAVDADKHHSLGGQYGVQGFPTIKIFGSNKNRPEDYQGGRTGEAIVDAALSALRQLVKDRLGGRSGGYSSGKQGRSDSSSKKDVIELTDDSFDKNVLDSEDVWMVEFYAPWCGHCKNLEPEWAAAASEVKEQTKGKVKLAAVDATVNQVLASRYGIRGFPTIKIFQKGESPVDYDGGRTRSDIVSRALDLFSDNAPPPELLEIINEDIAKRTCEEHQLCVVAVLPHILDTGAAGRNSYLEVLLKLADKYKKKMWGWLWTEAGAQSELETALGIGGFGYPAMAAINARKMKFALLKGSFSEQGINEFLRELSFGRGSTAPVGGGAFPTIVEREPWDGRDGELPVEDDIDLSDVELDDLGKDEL
# * hit, by the source's call; . = not tested or not shown. Compounds as they come; overall some 2.5% were active at least once.
canonical_smiles,RAD52 anneal inh,ERAP1 inh,S100A4 MyoIIA,E-selectin induc,XiGFP reactiv,esBAF inh,RAD54 inh,ERp5 inh
COC(=O)c1cccc(NC(=O)CCc2ccccc2)c1,-6,-6,6,-2.2,0.1,.,-3,-5
O=C(CSc1nncc2ccccc12)Nc1ccccc1,-47,-1,-3,.,0.0,-10,.,1
O=C(O)CSCC(=O)Nc1ccccc1SCCS(=O)(=O)c1ccc(Cl)cc1,-6,-1,-1,-0.1,0.0,7,0,3
O=C(CN1C(=O)S/C(=C\C=C\c2ccccc2)C1=O)Nc1ccc(C(=O)O)cc1,-40,9,-3,-0.1,0.0,4,-6,-1
COC(=O)C1CCN(C(=O)CC(NC(=O)C(F)(F)F)c2cccs2)CC1 (configuration not stated),-9,4,-13,-0.1,0.0,-1,-5,9
C[C@@H](NC(=O)C[C@@H]1CC[C@@H](NS(=O)(=O)c2cccc(F)c2)[C@H](CO)O1)c1ccccc1,14,2,1,-0.1,-0.7,-2,2,-1
C[C@@H]1CN([C@H](C)CO)C(=O)c2ccccc2-c2ccccc2CO[C@@H]1CN(C)S(=O)(=O)c1cccc(C#N)c1,8,-1,5,-0.1,0.3,8,4,-1
CCCCc1ccc(NC(=O)COC(=O)c2ccc3ncsc3c2)cc1,-12,0,-4,1.1,0.2,25,-4,0
C[C@H]1CN([C@@H](C)CO)C(=O)c2cc(NS(=O)(=O)c3ccc(F)cc3)ccc2O[C@H]1CN(C)Cc1ccc(-c2ccccc2)cc1,14,2,6,-0.1,-0.1,-8,9,2
O=C(C[C@H]1CC[C@@H]2[C@H](COC[C@@H](O)CN2C(=O)c2ccccn2)O1)NC1CCC1,1,1,11,0.0,0.4,0,4,-6
CCOC(=O)c1[nH]ncc1CN1CCCC(C(=O)c2ccc(SC)cc2)C1 (configuration not stated),-7,9,-5,.,0.0,-1,-6,3
CC1=C(C)N(C)[C@H](c2ccccc2Br)[C@H](O)C1=O,-6,-2,-2,2.7,0.0,0,6,-1
COc1ccccc1NC(=O)Nc1ccnn1C1CCN(C(=O)c2cscn2)CC1,-8,-1,2,.,0.6,1,5,1
Cc1ccccc1OCCC(=O)OCC(=O)Nc1c(F)cccc1F,-5,-3,-2,-3.5,0.1,3,-1,-6
COc1ccc(-c2ccc3c(c2)O[C@@H](CN(C)Cc2cccnc2)[C@@H](C)CN([C@@H](C)CO)S3(=O)=O)cc1,3,0,1,-0.2,0.1,-8,-7,8
CCOc1ccc(NC(=O)CNC(=O)c2ccco2)cc1,-6,.,2,0.0,-0.2,23,4,3
CCCCN1C=C(C(=O)c2ccccc2)C(=O)CC1,-17,.,-15,5.5,0.1,8,6,7
CCS(=O)(=O)NCC[C@H]1CC[C@H](NS(=O)(=O)c2ccccc2C)[C@@H](CO)O1,-8,-1,1,0.0,0.4,3,2,-7
CCC(=O)Nc1ccc2c(c1)OC[C@@H](C)N(C(=O)C1CC1)C[C@H](C)[C@H](OC)CN(C)C2=O,-11,-1,5,-0.1,0.1,.,.,0
COC(=O)COc1ccc(S(=O)(=O)N2CCN(c3ccc(OC)cc3)CC2)cc1,-3,-2,-2,-0.9,-0.1,.,.,2
O=C(CCN1CCCCC1)N[C@@H]1CC[C@@H](CC(=O)N2CCC(Cc3ccccc3)CC2)O[C@H]1CO,5,1,10,0.1,0.2,2,0,5
CCCNC(=O)C[C@H]1CC[C@@H]2[C@H](COc3ccc(NC(=O)c4cccc(OC)c4)cc3C(=O)N2C)O1,6,-3,0,0.1,0.2,7,0,-2
COc1cc(C(=O)N/N=C/c2ccc(OC)c(CN3CCN(c4ccc(F)cc4)CC3)c2)ccc1O,13,1,-1,0.0,-0.8,.,.,1
Cc1ccccc1C(=O)Nc1nnc(-c2ccncc2)o1,-17,-2,5,4.5,-0.1,.,.,-1
O=C(CN1CCCC1)Nc1cc(C(F)(F)F)cc(C(F)(F)F)c1,-3,0,-3,.,2.3,-14,.,4
CN(C)CCCNC(NC(=O)/C=C/c1ccccc1)C(Cl)(Cl)Cl (configuration not stated),-2,8,6,1.4,0.4,.,.,0
Cc1cccc(NS(=O)(=O)c2ccc(C(=O)NCC3CCCO3)cc2)c1C (configuration not stated),-28,1,-2,-0.2,0.3,1,2,2
C=CCNC(=O)CN1CCC(O)(c2ccccc2)CC1,-10,-1,6,.,.,-7,-2,2
COc1ccc2c3c([nH]c2c1)[C@H](CO)N(Cc1nccs1)CC31CN(C(=O)C2CC2)C1,-25,-2,-1,-0.2,0.1,.,.,-2
COc1ccc(CCNC(=O)[C@@H](NC(=O)N2CC(=O)Nc3ccccc32)C(C)C)cc1OC,3,-2,4,.,0.1,-2,5,14
COc1ccc(CCCc2n[nH]c(=S)o2)c(C)c1,-20,1,-6,.,0.0,-6,.,0
Cc1cccc(S(=O)(=O)N2CC[C@@H]3[C@H]2c2cc(-c4ccccc4F)ccc2N(C)[C@H]3CO)c1,3,0,0,-0.2,0.1,2,10,-1
COc1ccccc1NC(=O)Nc1nc(CC(=O)N2CCN(c3ccccc3OC)CC2)cs1,-31,-3,-5,-0.1,0.0,8,11,4
C[C@@H]1CN([C@@H](C)CO)C(=O)c2cc(NC(=O)Nc3cccc4ccccc34)ccc2O[C@H]1CN(C)Cc1ccccc1,36,2,8,0.1,2.9,1,17,-4
CCCCCCCC/C=C\CCCCCCCC(=O)NCCO,-9,-17,-1,-2.3,0.1,-6,-20,-3
CN(C)CC(=O)N1[C@H](C#N)[C@H](c2ccc(-c3cccc(C(=O)N(C)C)c3)cc2)[C@H]1CO,-36,0,-8,-0.1,0.0,-5,15,-4
COc1cccc(C(=O)/C=C/Nc2ccc(NC(C)=O)cc2)c1,-29,0,-3,0.1,-0.1,.,.,6
CCCCn1c(N)c(N(CCOC)C(=O)c2ccc3c(c2)C(=O)N(c2ccccc2Cl)C3=O)c(=O)[nH]c1=O,12,-1,1,.,-0.2,-3,-8,-3
CSc1nc2nc(C)c(C/C=C/c3ccccc3)c(=O)n2[nH]1,-15,3,-3,0.3,0.0,-12,-9,2
O=C(Nc1ccc(Cl)cc1Cl)C1CCCO1 (configuration not stated),-11,2,-20,.,0.0,4,0,-2
Cc1ccc(CN(C)C(=O)CCNC(=O)c2ccc(Cl)cc2)o1,3,1,0,-0.1,0.0,-5,-11,1
CC(C)c1ccc(C(C(=O)NC2CCCC2)N(C(=O)c2csnn2)C2CC2)cc1 (configuration not stated),-6,2,-4,.,0.1,-6,-12,1
C[C@@H]1CN([C@H](C)CO)C(=O)c2cc(-c3cccc(C#N)c3)cnc2O[C@@H]1CN(C)C(=O)c1cnccn1,2,.,7,-0.7,-0.2,-4,4,-2
CCOC(=O)C1=CC[C@@H](c2ccccc2)C(C#N)(C#N)[C@H]1/C=C/c1ccccc1,-2,2,-2,-0.3,0.0,.,.,-6
COc1cc(-c2nc3ccccc3c(=O)n2N)cc(OC)c1OC,-8,-2,-4,-0.1,0.1,.,-6,0
CN1c2ccc(-c3cccc(F)c3)cc2[C@@H]2[C@@H](CCN2C(=O)Cc2ccccc2)[C@H]1CO,-12,-1,20,-0.6,0.0,0,-6,10
CC(=O)N1CCN(c2ccc(NC(=O)c3cccc(F)c3)cc2)CC1,-36,0,-4,-0.1,0.2,54*,0,-1
O=C(COC(=O)c1c[nH]c2ccccc12)Nc1cccc(F)c1,-49,-1,-5,0.0,-0.1,-5,-5,6
Cn1c(CNC(=O)c2ccco2)nnc1SCC(=O)Nc1ccccc1Cl,-8,0,-2,0.4,0.1,-3,-2,3
C[C@@H]1CN([C@@H](C)CO)C(=O)c2cccc(NC(=O)c3nc4ccccc4s3)c2O[C@H]1CN(C)Cc1ccc(-c2ccccc2)cc1,-26,2,27,0.3,0.1,-4,-9,-5

# Complete entries from above. Order of screens: RAD52 anneal inh | ERAP1 inh | S100A4 MyoIIA | E-selectin induc | XiGFP reactiv | esBAF inh | RAD54 inh | ERp5 inh
# CSc1nc2nc(C)c(C/C=C/c3ccccc3)c(=O)n2[nH]1 is listed with -15 | 3 | -3 | 0.3 | 0.0 | -12 | -9 | 2
# C[C@@H]1CN([C@H](C)CO)C(=O)c2cc(-c3cccc(C#N)c3)cnc2O[C@@H]1CN(C)C(=O)c1cnccn1 is listed with 2 | . | 7 | -0.7 | -0.2 | -4 | 4 | -2

# Additional compounds follow:
canonical_smiles,RAD52 anneal inh,ERAP1 inh,S100A4 MyoIIA,E-selectin induc,XiGFP reactiv,esBAF inh,RAD54 inh,ERp5 inh
NCCCCCNC(=O)[C@@H]1C[C@@H]2C(=O)N[C@@H](Cc3ccccc3)C(=O)N2[C@@H]1c1ccc(O)cc1,15,3,3,.,.,.,-11,0
COc1cccc(-c2ccc3c(c2)[C@@H]2[C@@H](CCN2C(=O)C2CCCCC2)[C@@H](CO)N3)c1,-294,1,-9,0.6,0.2,.,.,-2
CC(C)(C)CN1CCN(CC#Cc2ccccc2)CC1CCO (configuration not stated),-8,-2,1,0.6,0.3,9,22,0
O=C(COC(=O)c1ccc[nH]c1=O)Nc1ccc2c(c1)OC(F)(F)O2,-7,-10,-2,0.6,-0.1,.,.,0
C[C@@H]1CN([C@H](C)CO)C(=O)Cc2cc(NC(=O)Cn3cnnn3)ccc2O[C@H]1CN(C)CC1CCCCC1,1,3,0,0.2,-0.3,-5,0,4
CC(C)(C)NC(=O)c1cnn(-c2ccccc2)c1NC(=O)c1ccccc1,-16,-5,39,.,.,0,5,-14
NC(Cc1ccc(O)cc1)C(=O)NN=Cc1ccccc1Cl (configuration not stated),-29,-1,-5,0.1,0.3,.,.,0
COc1ccc(OCCCC(=O)OC(C)C(=O)Nc2ccc(NC(C)=O)cc2)cc1 (configuration not stated),-4,-2,-2,0.4,0.0,6,6,4
Cc1nc(C(=O)NCCO)cc2c1[nH]c1ccccc12,-19,-1,-4,.,0.3,-1,12,1
CCCCNS(=O)(=O)c1ccc(NC(=O)Cc2ccccc2[N+](=O)[O-])cc1,-11,0,1,.,0.0,.,.,-3
CCN(CC(=O)Nc1c(F)cccc1F)C(=O)/C=C/c1ccc(OCC#N)c(OC)c1,-8,0,-2,.,0.3,-2,.,1
Cc1cccc(Nc2nc(N)nc(N)c2N=O)c1,-3,1,-16,0.2,0.0,0,14,3
COc1ccccc1N(CC(=O)N/N=C/c1ccc(C(=O)O)cc1)S(=O)(=O)c1ccc(C)cc1,-12,4,1,.,3.7,-4,-8,-3
Cc1nn(-c2cccc(C(=O)O)c2)c(C)c1[N+](=O)[O-],-35,-1,-2,.,0.0,.,.,4
S=c1[nH]nc(-c2cccnc2)n1-c1ccc2c(c1)OCCO2,7,5,-4,.,0.9,.,-5,-5
C1CCc2c(nc3nnnn3c2NC2CCCC2)C1,-9,2,0,.,.,2,-10,1
Cc1cccc(-n2c(-c3ccccc3)c[nH]c2=S)c1C,-1,0,1,.,0.0,23,7,2
O=C(Nc1ccccc1)c1c(F)cccc1F,-3,2,4,.,.,.,.,0
CO[C@H]1CN(C)C(=O)c2cc(NS(=O)(=O)c3ccc(F)cc3)ccc2OC[C@@H](C)NC[C@H]1C,-12,-1,6,-0.3,-0.1,0,-2,0
CNC(=O)COc1ccc(S(=O)(=O)Nc2ccc(OC)cc2)cc1,-10,-3,2,-0.1,0.0,.,.,-5
